From PubChem
EP2 mod: EP2 receptor modulators, cAMP readout, primary screen, cell-based, HTRF cAMP, PGE2 stimulation; induction, % at 25 µM; hit rate 0.83% among 260,000; EP2-expressing cells, cAMP HTRF FRET, PGE2 co-stimulation; AID 940, 2007;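 active = compounds whose cAMP rise, as percent of the full-agonist control response, exceeds 60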;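 note: rat C6 glioma line stably carrying human EP2 under a CMV promoter; the protocol text gives 20 µM as final concentration; 100% = response of wells given 1 µM PGE2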
Target sequence (P43116 whole entry, looked up): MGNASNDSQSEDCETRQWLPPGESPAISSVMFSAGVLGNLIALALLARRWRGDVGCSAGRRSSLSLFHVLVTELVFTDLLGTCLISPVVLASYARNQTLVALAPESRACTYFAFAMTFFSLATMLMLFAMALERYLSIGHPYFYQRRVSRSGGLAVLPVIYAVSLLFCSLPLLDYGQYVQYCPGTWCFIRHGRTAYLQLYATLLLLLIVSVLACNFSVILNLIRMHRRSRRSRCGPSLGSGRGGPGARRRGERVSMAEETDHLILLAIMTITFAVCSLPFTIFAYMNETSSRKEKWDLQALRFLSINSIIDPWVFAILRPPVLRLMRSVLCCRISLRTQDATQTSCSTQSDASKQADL
Active calls of the source: *. These rows are one share of the data; the hit share may differ from the screen's.

EP2 mod	Compound
-27	COCCCNC(=S)N(Cc1ccccc1)Cc1cc2cc(C)c(C)cc2[nH]c1=O
18	C=CCn1c(SCC(=O)Nc2cccc(C)c2C)nnc1-c1ccncc1
-86	Cc1cc(C)c2cc3c(N)c(C(=O)N4CCCCC4)sc3nc2c1
-19	CC[C@H](Cn1nc(-c2cccs2)ccc1=O)NC(=O)c1ccc(OC2CSC2)cc1
-9	COc1ccc(-n2c(SCC(=O)Nc3cc(OC)ccc3OC)nnc2-c2cccnc2)cc1
-1	CCOCCCNC(=O)c1ccco1
-61	O=C(Nc1cccc(O)c1)C1CC(c2ccccc2Cl)=NO1 (stereo unspecified)
3	CN(C(=O)Cn1nc(-c2cccnc2)oc1=O)C1CCCCC1
-64	Cc1nn(C(C)C)c(C)c1CN(C)Cc1cccc2ncccc12
-61	COc1ccc(-c2nc3cnccn3c2NCC2CCCO2)cc1 (stereo unspecified)
-118	COc1ccc(OC)c(S(=O)(=O)Nc2ccc3oc(C)c(C(C)=O)c3c2)c1
-39	CN1c2ncccc2C(=O)NC12CCN(C(=O)Cn1cnc3ccccc3c1=O)CC2
24	CS(=O)(=O)N1CCC[C@@H]1Cn1nc(-c2cccs2)ccc1=O
-41	CCCOC1CCCN(Cc2cn(CC(=O)NC3CC3)c3ccccc23)C1 (stereo unspecified)
-38	CCOc1ccccc1C(=O)Nc1nnc(Cc2ccc(OC)c(OC)c2)s1
27	O=C(C1=C(O)C(=O)N(Cc2ccccc2)C1c1cccs1)c1ccco1 (stereo unspecified)
32	CCOc1cc(C)nc(N2C3CCC2CC(O)(c2ccc(OC)cc2)C3)n1 (stereo unspecified)
-23	COc1cc(/C=C2\SC(=S)N(CCC(=O)Nc3ccc(O)cc3)C2=O)cc(OC)c1OC
-6	Cc1nnc(SCC(=O)Nc2nc(-c3ccc(Cl)cc3)cs2)s1
25	Cc1cc(C)cc(OCC(=O)Nc2ccc(S(=O)(=O)Nc3nc(C)cc(C)n3)cc2)c1
14	O=C(COc1ccc(Cl)cc1)n1cnnc1
5	OCCN(Cc1cccnc1)Cc1ccnc2ccc(Cl)cc12
3	O=c1[nH][nH]c(=S)c(=O)[nH]1
-9	CCc1ccc2c(c1)c1nnc(SCC(=O)NC34CC5CC(CC(C5)C3)C4)nc1n2C
16	CC1CCc2c(sc3nc(SCC(=O)N4CCCC4)[nH]c(=O)c23)C1 (stereo unspecified)

In another format: seven of the compounds above.
compound	EP2 mod
COc1ccc(-n2c(SCC(=O)Nc3cc(OC)ccc3OC)nnc2-c2cccnc2)cc1	-9
CCOc1cc(C)nc(N2C3CCC2CC(O)(c2ccc(OC)cc2)C3)n1 (stereo unspecified)	32
Cc1nn(C(C)C)c(C)c1CN(C)Cc1cccc2ncccc12	-64
CCOc1ccccc1C(=O)Nc1nnc(Cc2ccc(OC)c(OC)c2)s1	-38
CC1CCc2c(sc3nc(SCC(=O)N4CCCC4)[nH]c(=O)c23)C1 (stereo unspecified)	16
Cc1nnc(SCC(=O)Nc2nc(-c3ccc(Cl)cc3)cs2)s1	-6
C=CCn1c(SCC(=O)Nc2cccc(C)c2C)nnc1-c1ccncc1	18

Later entries
EP2 mod	Compound
-42	CC(C)NC(=O)/C=C/c1ccc2c(c1)OCO2
-27	CC1CCN(c2ccc(NC(=O)c3ncoc3-c3cccc(F)c3)cc2C(N)=O)CC1
-32	CCCOC(=O)Cn1cnc2sc(C)c(C)c2c1=O
22	Cc1cc(C)c2c(NCc3ccccn3)n[nH]c2n1
-18	CCc1nn(CC(=O)NCc2ccccc2OC)c(=O)c2cc3sccc3n12
18	O=C1c2ccccc2C(=O)N1C1(C(=O)NC2(C(=O)O)CCCC2)CCCC1
-12	O=C(NCc1ccccc1)N1CCCC1c1nc(-c2cccnc2)n[nH]1 (stereo unspecified)
-58	O=C(CSc1ncnc2scc(-c3ccccc3)c12)c1ccc2c(c1)OCCO2
7	O=c1[nH]c(/C=C\c2ccccc2F)nc(O)c1[N+](=O)[O-]
-96	Clc1ccc(C2(NCc3cnc(N4CCOCC4)nc3)CC2)c(Cl)c1
7	CCc1cc2cccc(C)c2nc1SCC(=O)N1CCOCC1
-177	CCN1CCc2c(sc(NC(=S)NC(=O)/C=C/c3ccccc3)c2C(N)=O)C1
-123	CCOC(=O)c1cnc2c(ccc3ccccc32)c1NCCCN(C)C
23	COCCn1nnnc1C(c1cc2cc(C)cc(C)c2[nH]c1=O)N1CC=C(c2ccc(F)cc2)CC1 (stereo unspecified)
-8	NC[C@H]1O[C@H](n2cnc3c(N)ncnc32)C[C@@H]1O
-31	COc1ccccc1N(CC(=O)N1CCN(C)CC1)S(=O)(=O)c1ccc(C)cc1
-6	Cc1cc(C)n(C(C)CNC(=O)C2ON=C(c3ccc(F)cc3)C2C)n1 (stereo unspecified)
-35	CC(C)(C)c1nc2ccccc2c2nnc(SCC(=O)N3CCCC3)n12
-7	COc1ccc(NC(=O)CN(c2ccc3c(c2)OCO3)S(C)(=O)=O)c(OC)c1
23	Cc1ccc(CNC(=O)c2c(O)c3ccccc3n(C)c2=O)cc1
18	CC(C)[C@@H](Cn1nc(-c2cccs2)ccc1=O)NC(=O)c1cc(C2CC2)on1
0	Cc1cc(C)c2cc(CN(CC3CCCO3)C(c3nnnn3C(C)(C)C)C(C)C)c(=O)[nH]c2c1 (stereo unspecified)
-6	CCc1ccccc1NC(=O)C1CC(=O)N(c2ccc(OC)cc2)C1 (stereo unspecified)
16	O=C(c1ccco1)N1CCC(Cn2nc(-c3ccccc3)ccc2=O)CC1
16	COc1ccc(Br)c2c1C[C@H](C(=O)O)CC2
22	Cc1nc(NCCCCCC(=O)O)c2c3c(sc2n1)CCCC3
-13	CCCc1nnc(NC(=O)CCCOc2ccc(C)cc2)s1
10	CCN(CC)C(=O)CSc1nnc(-c2cccc(C)c2)o1
17	CCOc1ccc(OCC)c(NC(=O)CSc2nnc(-c3ccc(F)cc3)o2)c1
-64	CCC(CO)NC(=O)c1cc2sc3ccccc3c2s1 (stereo unspecified)
-32	CC(C)(C)C(=O)N1CCC[C@@H](Cn2nc(-c3cccs3)ccc2=O)C1
3	O=C1COc2nc3ccccc3cc2CN1Cc1ccc(F)cc1
-35	O=C(N/C(=C\c1ccc2c(c1)OCO2)C(=O)N1CCCCCC1)c1ccco1
47	CC1CCc2c(sc3nc(C4CC4)n4c(SCC(=O)NCc5ccccc5)nnc4c23)C1 (stereo unspecified)
41	O=C(O)C[C@H](Nc1ccccc1)C(=O)O
12	Cc1cccc2cc(C(c3nnnn3C3CCCC3)N3CCC(C)CC3)c(=O)[nH]c12 (stereo unspecified)
-37	CC(C)NC(=O)C1CCN(C(=O)c2ccc(Cl)cc2Cl)CC1
12	O=C(Cn1nc(-c2cccc3ncccc23)oc1=O)N1CCCC1
7	C[C@@]12CC[C@H]3c4ccc(O)cc4CC[C@@H]3[C@H]1CC[C@H]2OP(=O)(O)O
-9	CC1CCc2c(sc3ncn4c(=O)n(CC(=O)NC5CCCC5)nc4c23)C1 (stereo unspecified)
10	CNC/C(Cl)=N/S(=O)(=O)c1ccc(C)cc1
10	CCn1c(COc2ccc(Br)cc2)nnc1SCC(=O)Nc1cccc2ccccc12
48	O=C(/C=C/c1ccc(-c2ccc(Br)cc2)o1)N1CCCCC1
15	CCc1n(CC(O)COc2ccc(Cl)cc2)c2ccccc2[n+]1C (stereo unspecified)
-15	COc1ccc(NC(=O)CSc2cc(C)nc(SCC(=O)c3ccccc3)n2)cc1
-1	CCCn1c(SCC(=O)NC(C)(C)C)nc2c1c(=O)n(C)c(=O)n2C
-7	CCCc1nn(Cc2ccccn2)c(=O)c2cc3ccsc3n12
-21	O=C(Cc1ccc(F)cc1Cl)N1CCC(O)(c2ccccn2)CC1
41	CCCC(=O)N(Cc1ccccc1)c1nnc(-c2cc(OC)c(OC)c(OC)c2)s1
0	CCn1nc(C)c(CN(CCCN2CCOCC2)Cc2ccc(C)o2)c1C

6 entries from above, ordered by heavy-atom count, highest first:
EP2 mod	Compound
41	CCCC(=O)N(Cc1ccccc1)c1nnc(-c2cc(OC)c(OC)c(OC)c2)s1
-32	CC(C)(C)C(=O)N1CCC[C@@H](Cn2nc(-c3cccs3)ccc2=O)C1
-21	O=C(Cc1ccc(F)cc1Cl)N1CCC(O)(c2ccccn2)CC1
22	Cc1nc(NCCCCCC(=O)O)c2c3c(sc2n1)CCCC3
-64	CCC(CO)NC(=O)c1cc2sc3ccccc3c2s1 (stereo unspecified)
41	O=C(O)C[C@H](Nc1ccccc1)C(=O)O

Next records follow.
EP2 mod	Compound
9	CCOc1ccccc1Nc1ccc(N)cc1S(=O)(=O)O
-16	O=C(O)CN1CCCC1
1	O=C(O)/C=C/C(=O)Nc1ccc(S(=O)(=O)Nc2nccs2)cc1
5	COc1ccc(Cl)cc1NC(=O)CSc1nnc2c3c4c(sc3nc(C)n12)CCCC4
10	COc1ccc(N(C(=O)c2ccco2)C(C(=O)NC2CCCC2)c2ccccc2)cc1OC (stereo unspecified)
-93	COc1ccc(-c2cc(C(=O)N3CCC4(CC3)NC(=O)c3ccccc3O4)[nH]n2)cc1
6	CCC1CCCCN1C(=O)c1ccccc1F (stereo unspecified)
-37	COc1cccc(NC(=O)C2(C)Cc3ccccc3C(=O)O2)c1 (stereo unspecified)
-14	CC[C@H](Cn1nnc2ccccc2c1=O)NC(=O)C1CCCCC1
12	Cc1cccc2cc(C#N)c(SCC(=O)Nc3ccc(Cl)cc3)nc12
-15	OCCNc1ncnc2sc3c(c12)CCC3
-14	CC1Cc2ccccc2N1C(=O)CSc1nnc(-c2cccc(F)c2)o1 (stereo unspecified)
-41	CCCN1CCN(C(c2cc3c(C)cc(C)cc3[nH]c2=O)c2nnnn2CCOC)CC1 (stereo unspecified)
-71	COc1cccc(-c2nc3ccc(N)cc3[nH]2)c1
-11	O=c1[nH]c2cc3c(cc2cc1CN(Cc1cccs1)S(=O)(=O)c1ccccc1)OCCO3
29	CC(C)[C@@H](Cn1nnc2ccccc21)NC(=O)C1CCN(C(=O)c2cccs2)CC1
19	COc1ccccc1NC(=O)N(Cc1ccc(C)cc1)Cc1cc2cc(OC)c(OC)cc2[nH]c1=O
6	CN(C)CCNC(=O)C(=O)NCc1ccc2c(c1)OCO2
21	O=c1[nH]c2cc3c(cc2cc1CN(Cc1cccs1)Cc1nnnn1C1CCCCC1)OCO3
8	Cc1cccc2cc(C(c3nnnn3C3CCCC3)N3CCCc4ccccc43)c(=O)[nH]c12 (stereo unspecified)
9	O=C(Nc1ccc2oc(-c3cccnc3)nc2c1)c1cccc2ccccc12
-86	O=C(COc1cccc2ccccc12)Nc1ccc(CN2CCOCC2)cc1
-78	C=CCNC(=O)C1CC(c2ccc(Cl)c(Cl)c2)=NO1 (stereo unspecified)
-6	COc1ccc(OCCCC(=O)Nc2sc3c(c2C#N)CCCC3)cc1
15	COc1cccc(NC(=O)CCN2CCCCC2)c1

Some of these compounds in order of the EP2 mod value, highest first:
EP2 mod	Compound
9	O=C(Nc1ccc2oc(-c3cccnc3)nc2c1)c1cccc2ccccc12
6	CN(C)CCNC(=O)C(=O)NCc1ccc2c(c1)OCO2
-93	COc1ccc(-c2cc(C(=O)N3CCC4(CC3)NC(=O)c3ccccc3O4)[nH]n2)cc1

Next part
EP2 mod	Compound
6	N=C(CC(=O)Nc1ccccn1)c1ccccc1
-8	C=CCNC(=O)[C@H]1C=CCN1S(=O)(=O)c1ccc(F)cc1
3	Cn1c(=O)c2ccccc2n(Cc2ccccc2Cl)c1=O
14	CCOC(=O)c1ccccc1NC(=O)c1c(O)c2ccccc2[nH]c1=O
-21	O=C(NC1CCCCCC1)C1CCN(S(=O)(=O)c2ccc(Cl)cc2)CC1
-75	O=C1CCCN1c1ccc(S(=O)(=O)NCC2CC3CCC2C3)cc1 (stereo unspecified)
-54	Cc1ccc(NC(=S)N(CCCO)Cc2cc3cccc(C)c3[nH]c2=O)cc1
-15	CCn1c(C)nnc1SCC(=O)Nc1ccc(OC)cc1OC
-11	CCn1c(COc2ccccc2OC)nnc1SCc1ccccc1
-11	COc1ccccc1C1(O)CCCN(C(=O)COc2ncnc3ccccc23)C1 (stereo unspecified)
-7	COc1ccc(-c2ocnc2C(=O)N2CCN(C(C)=O)CC2)cc1OC
-44	CS(=O)(=O)N(CC(=O)Nc1ccc2c(c1)OCCO2)c1cccc2ccccc12
26	CC1(C)C2(Cl)C(Cl)C(Cl)C(Cl)(C(Cl)Cl)C1(Cl)C2Cl (stereo unspecified)
-4	CC1(C)Oc2ccc(C(=O)Nc3ccc(F)c(Cl)c3)cc2N(CC(=O)N2CCCCC2)C1=O
-65	Cc1cc(N2CCCC2)ccc1-c1nc2cnccn2c1NCC1CCCO1 (stereo unspecified)
5	Cc1nn(CCC(=O)N[C@H](C)Cn2nnc3ccccc32)c(C)c1C
-22	Nc1nc2c(c(=O)[nH]1)CN(CCCN1CCOCC1)CN2
63*	CC(C)(C)n1nnnc1C(c1cccnc1)N(CCc1ccccc1)Cc1cccs1 (stereo unspecified)
4	CC1CCCC(C)N1C(=O)CSc1nc2ccccc2n1CC(=O)N1CCOCC1 (stereo unspecified)
-5	N#Cc1c(NC(=O)C2CC(c3cccc(Br)c3)=NO2)sc2c1CCC2 (stereo unspecified)
9	O=C(Nc1ccccc1C(F)(F)F)NC1(C(=O)N2CCCCC2)CCCCC1
-7	COc1cccc(C2C(C(C)=O)=C(O)C(=O)N2CC#N)c1 (stereo unspecified)
-15	C[C@@H](Cn1nnc2ccccc21)NC(=O)c1cscn1
12	CC1CCc2c(sc3ncn4c(=O)n(CC(N)=O)nc4c23)C1 (stereo unspecified)
-39	COc1ccc(N(C(=O)c2csnn2)C(C(=O)NC(C)(C)C)c2ccc(C)cc2)cc1 (stereo unspecified)
-14	COc1ccc(C)cc1NC(=O)C1CCN(C(=O)c2ccccc2Cl)CC1
12	O=C(Cn1nc2c3ccccc3ncn2c1=O)Nc1cccc2ncccc12
-18	O=C(CN1CCC(O)(c2cccnc2)CC1)Nc1cccc(F)c1
